High-throughput results as filed in PubChem.
HCMV inh: blocks human cytomegalovirus replication; HFF cells, HCMV-luciferase reporter, 72 h; active compounds read low; activity change, negative = inhibition, % at 57.5 µM; 4.5% of 410,000 active; AID 1259415; in the data active means activity change below about -60%; inconclusive means no clear call, values can overlap the other calls; inactive means above about -39%
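Two compound doses tested in HFFs infected with HCMV-luciferase, MOI 1 PFU/cell, 72 h at 37C. Lysate luminescence read with OneGlo; data normalized against buffer-only and 10uM Salinomycin inhibitor controls.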
Sm TGR block: S. mansoni TGR enzyme inhibition; 3% of 360,000 active; purified TGR, DTNB reduction, TNB absorbance 405 nm; AID 485364; Q962Y6; Potency, µM (series often up to 114 µM), for the others: at the top dose activity change, negative = inhibition, usual class: inhibitors; further: potency means the concentration at half of the fitted maximal effect; nearly all actives have a fitted effect of over 60% in size
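TGR 20 nM + NADPH 100 uM (dispensed conc.), cpd preinc 15 min RT; start with NADPH (500 uM addition) then DTNB (15 mM addition). Kinetic TNB absorbance, 405 nm filter. Four-parameter Hill fit across titration.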
Giardia FBPA inh: inhibitors of Giardia lamblia fructose-1,6-bisphosphate aldolase. A8B2U2. purified Giardia FBPA. Potency, µM (highest dose often 59.6 µM), for the others: at the highest dose activity, negative = inhibition, usual class: inhibitors. 0.71% of 290,000 active. AID 2451; further: potency means the concentration at half of the fitted maximal effect; nearly all actives have a fitted effect of over 55% in size
Target sequence (A8B2U2 whole entry, looked up): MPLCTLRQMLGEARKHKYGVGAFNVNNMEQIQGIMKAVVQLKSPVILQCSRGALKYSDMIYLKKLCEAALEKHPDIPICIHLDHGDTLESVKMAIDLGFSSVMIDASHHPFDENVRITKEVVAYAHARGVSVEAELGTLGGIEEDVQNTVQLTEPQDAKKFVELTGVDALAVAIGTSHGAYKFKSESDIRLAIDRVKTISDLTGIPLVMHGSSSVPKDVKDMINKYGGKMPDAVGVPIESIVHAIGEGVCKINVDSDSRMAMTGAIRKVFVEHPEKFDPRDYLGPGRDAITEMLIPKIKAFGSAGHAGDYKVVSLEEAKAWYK
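Giardia FBPA (40 nM reagent) was preincubated 10 min at RT with compound (up to 57.5 uM final), then substrate plus GAPDH/TPI/NAD/arsenate coupling system with diaphorase/resazurin was added; resorufin fluorescence (525/598 nm) was read after 20 min.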
AMA1-RON2 inh: disrupts binding of P. falciparum AMA1 to RON2; AlphaScreen AMA1-biotinylated RON2 peptide binding; 0.2% of 360,000 active; Potency, µM (titrated, usually from 58.2 µM), for inactives: top-dose activity change, negative = inhibition, hits mostly inhibitors;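 further: potency means the concentration at half of the fitted maximal effect; 0% = vehicle wells and -100% = peptide control; nearly all actives have a fitted effect of over 45% in size; some results filed as inactive show a strong effect at the top dose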
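AMA1 (3D7) with his tag at 25 nM final met compounds first, then biotinylated RON2 peptide at 25 nM; detection used donor plus acceptor beads, 10 µg/mL apiece, read by AlphaScreen after 30 min at room temperature.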
AmpC detergent: inhibitors of E. coli AmpC beta-lactamase with detergent. AmpC hydrolysis of nitrocefin, absorbance 480 nm, 0.01% Triton. 0.041% of 370,000 active. Potency, µM (series often up to 114 µM), for inactives: at the top dose activity change, negative = inhibition, hits mostly inhibitors. AID 485294;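 further: potency means the concentration at half of the fitted maximal effect; 0% = no-compound wells and -100% = no-enzyme wells; nearly all actives have a fitted effect of over 25% in size; some results filed as inactive show a strong effect at the top dose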
Target sequence (P00811 whole entry, looked up): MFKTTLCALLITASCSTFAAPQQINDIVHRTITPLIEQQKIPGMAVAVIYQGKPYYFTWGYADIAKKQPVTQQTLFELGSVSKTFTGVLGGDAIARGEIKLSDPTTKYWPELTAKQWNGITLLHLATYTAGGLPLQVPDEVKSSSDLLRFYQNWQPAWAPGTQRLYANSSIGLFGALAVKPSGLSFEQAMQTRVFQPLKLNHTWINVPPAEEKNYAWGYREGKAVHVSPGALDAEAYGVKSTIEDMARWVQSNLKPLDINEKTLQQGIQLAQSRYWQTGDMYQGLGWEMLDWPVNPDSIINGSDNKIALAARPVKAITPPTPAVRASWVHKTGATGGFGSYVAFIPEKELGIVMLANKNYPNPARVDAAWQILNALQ
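AmpC (5.3 nM in the dispensed reagent) in 20 mM phosphate pH 7.0 with 0.01% (detergent screen) or 0.0001% Triton X-100 was preincubated with compounds for 15 min at room temperature. Nitrocefin was then added from an 800 uM solution, and hydrolysis was followed at 480 nm.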
HCV inh: blocks hepatitis C virus; Huh7.5.1 HCVcc-Cre infection, luciferase reporter, 44 h; Potency, µM (doses to about 41.8 µM), inactives show at the top dose activity change, negative = inhibition, hits mostly inhibitors; 3.4% of 340,000 active; AID 651820; further: potency means the concentration at half of the fitted maximal effect
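Compounds are dispensed onto cells plated 4 h earlier at 1,000 per well, with HCVcc-Cre virus (about 0.5 moi) added next. Following 44 h of culture, luminescent signal is measured for 15 sec after 15 min with substrate at room temperature.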
* = called active by the depositor; ? = inconclusive; / = not tested or not shown; & = joins results of further samples; [ ] = remark or other dose. Unless noted, the call rests on the fitted dose curve; in most records, active means well fitted curve in the direction sought with a large enough effect; inconclusive means small, poorly fitted or top-dose-only effect, or another doubt; inactive means no such curve, though single readings can be large; an effect the other way counts as inactive or inconclusive. Unless noted, on the % scale 0 is the no-effect control and ±100 the full control effect.

Each structure is followed by: HCMV inh	Sm TGR block	Giardia FBPA inh	AMA1-RON2 inh	AmpC detergent	HCV inh
> CC(=O)C1=C(C)N(Cc2ccco2)C(=O)C1(NC(=O)C1CCCCC1)C(F)(F)F (stereo unspecified)
  -5	-14%	0%	8%	3%	11%
> O=C(NCC[C@@H]1C[C@@H]2C=C[C@H]1C2)c1cc(COc2ccc(F)cc2F)on1
  0	-10%	-4%	11%	-15%	-16%
> COc1ccc(OC)c(Nc2nc(N)c([N+](=O)[O-])c(N3CCOCC3)n2)c1
  -5	-16%	-6%	-26%	2%	?
> Cc1cccc(C)c1N=Nc1c(C)cc(O)cc1C
  ?	-5%	3%	?	?	?
> O=C(OCCC1Oc2cccnc2NC1=O)c1ccc(F)cc1 (stereo unspecified)
  1	3%	2%	2%	-3%	11%
> CCOC(=O)/C(=C/C=C1\Sc2cc(OCC)c(OCC)cc2N1CC)C(C)=O
  -5	-17%	-17%	-2%	8%	?
> CN(C)c1cccc2c1c(NC(=O)c1ccc(F)cc1)nn2C
  -5	3%	?	-11%	7%	10%
> COc1ccc(OC(C)C(=O)Nc2cccc([N+](=O)[O-])c2)cc1 (stereo unspecified)
  -21	2%	2%	-12%	2%	?
> CCn1c(C)nc2cc(-c3nc4n(n3)Cc3ccccc3-4)ccc21
  /	0%	-9%	-3%	-4%	-25%
> COc1cc(NC(=O)CSc2cc(C)c3cc(C)cc(C)c3n2)c(C(=O)O)cc1OC
  -23	1%	29%	6%	2%	4%
> COc1ccc(NC(=O)c2sc3nc(C)c(C(=O)Nc4ccc(Cl)cc4)c(-c4ccc(Br)cc4)c3c2N)cc1
  -4	-4%	/	/	10%	/
> O=c1[nH]ncc(N/N=C\c2cccnc2)c1Cl
  55	6%	-4%	3%	2%	25%
> CC(=O)c1ccc(N=C2SCCCN2C(=O)C2CCCC2)cc1
  19	4%	8%	-4%	6%	7%
> C/C(=N\OCC(=O)OC(C)C(=O)Nc1ccc(C)c(S(=O)(=O)N2CCOCC2)c1)c1ccc2c(c1)OCO2 (stereo unspecified)
  0	/	/	-11%	/	3%
> Cc1cc(C(=O)NCc2cc(F)cc3c2OCOC3)nn1C
  -38	4%	0%	-6%	1%	9%
> Cc1cccn2c(=O)nc(SCC(=O)NCc3ccccc3Cl)nc12
  -22	2%	/	14%	?	3%[8.37 µM]
> Cc1cc(NC(=O)CN2CCCCC2)no1
  72	-4%	?	0%	-2%	-3%
> CC(C)Nc1nnc(SCC(=O)NCc2ccc3c(c2)OCO3)s1
  23	1%	10%	0%	-19%	-8%
> Fc1ccc2[nH]c3c(NCc4ccccc4)ncnc3c2c1
  -85*	12%	8%	-5%	1%	7.9µM*
> CCCOc1ccc(CNC(=O)Cn2ncn3c(cc4sc(CC)cc43)c2=O)cc1
  17	10%	/	/	19%	/
> O=C(CCCCC(=O)Sc1ccccc1)Sc1ccccc1
  8	/	/	203%[activator]	/	12%
> COc1ccc(CNCCc2ccccc2)cc1OCC(N)=O
  36	-19%	0%	-6%	-9%	18%
> CO/N=C(\Cn1ncc(N2CCCC2)c(Br)c1=O)c1ccc(Cl)cc1
  -11	1%	-3%	5%	-2%	?
> CCc1ccccc1NC(=O)CSc1nnc([C@H](CCSC)NC(=O)OC(C)(C)C)o1
  6	5%	1%	9%	?	13%
> O=C(c1cccc(Cl)c1)N1CCCC(C(=O)N2CCN(c3ccccc3)CC2)C1 (stereo unspecified)
  0	-17%	5%	-13%	?	6%
> CCC1=C(OC(=O)N(CC)CC)N2C(=O)OC(=NCCc3c[nH]c4ccccc34)[C@]2(C)[C@H]2C1=CC[C@H]1C(=O)N(CC(=O)OC)C(=O)[C@H]12
  ?	-11%	-12%&-6%	?	-2%	-12%
> Cc1cc(N2CCCC2=O)cc(C)c1CN1C(=O)c2ccccc2C1=O
  -35	-6%	-5%	-2%	-3%	?
> COc1cc2c(cc1OC)-c1cc(Nc3ccc(F)cc3)nc(=O)n1CC2
  24	-17%	-3%	2%	1%	-13%
> Cc1cc(C)c(C)c(S(=O)(=O)N2CCN(C)CC2)c1C
  -21	/	4%	0%	4%	6%
> CCCCOC(=O)NC1(C)CCS(=O)(=O)C1 (stereo unspecified)
  ?	-3%	5%	-11%	-7%	17%
> CCCc1ccc(-c2ccc(F)c(N)c2)nc1
  -38	-5%	-2%	2%	?	-18%
> CCOc1ccc(-c2cc(C(=O)NCC3CCCO3)c3ccccc3n2)cc1 (stereo unspecified)
  33	-12%	0%	-4%	0%	-23%
> COc1ccc2nc(Nc3nc(CSc4nnnn4-c4ccccc4)cc(=O)[nH]3)nc(C)c2c1
  -10	-4%	0%	-3%	-11%	?
> N#Cc1nc(-c2ccco2)oc1N1CCCC1
  -25	5%	1%	-1%	?	?
> Cc1ccc(-n2ncc(C(=O)N3CCc4ccccc4C3)c2NC(=O)c2ccco2)cc1C
  -39	32µM*	?	77%[activator]	6%	-14%
> CN1C(=O)CSc2ccc(NC(=O)N3CCc4ccccc43)cc21
  196	-2%	4%	-4%	-12%	?
> CCOC(=O)c1oc2cc(OCC(N)=O)ccc2c(=O)c1-c1ccc(OC)c(OC)c1
  4	2%&10%	1%&16%	6%	2%&-4%	17%
> Cc1nc(-c2ccc(C(=O)N3CCCC3)cc2)cs1
  66	5%	4%	-1%	5%	10%
> CCOc1ccccc1C(=O)NCC(=O)N(C)Cc1ccccc1C
  -16	-12%	-4%	0%	-6%	5%
> O=C(NCc1cccnc1)c1ccc(COc2cccc3ccccc23)o1
  76	?	/	-20%	-1%	?
> CCOc1cccc2cc(C(=O)Nc3ccccc3-c3ccccc3)c(=O)oc12
  ?	2%	-1%	12%	-14%	9%
> Cc1c(NC(=O)CN2C(=O)NC(C)(c3ccc(Cl)cc3)C2=O)c(=O)n(-c2ccccc2)n1C (stereo unspecified)
  -33	0%	/	-18%	-16%	5%
> COC(=O)Cn1c(SCCOc2ccccc2Cl)nc2ccccc21
  -6	-6%	/	/	-6%	/
> O=C(CCCSc1ccccc1)Nc1nc(-c2ccco2)c(-c2ccco2)s1
  25	?	-9%	?	-5%	?
> Cc1cccc(N2CCN(C(=O)CC(NC(=O)c3ccccc3)c3ccccc3)CC2C)c1 (stereo unspecified)
  -66*	4%	-3%	-5%	?	-28%
> Cc1ccc(C(=O)NCCN2CCOCC2)cc1Cl
  7	-1%	-2%	-4%	-10%	-4%
> CC(=O)c1ccc(N2C(=O)N(Cc3cccc(C(F)(F)F)c3)c3ccccc3S2(=O)=O)cc1
  ?	9%	/	/	7%	/
> CC1(C(=O)O)CCC(C(=O)Nc2ccc(S(N)(=O)=O)cc2)C1(C)C (stereo unspecified)
  -3	13%[11.4 µM]	2%	5%	-12%	6%
> CCCCn1nnnc1SCC(=O)Nc1ccc(N(C)C)cc1
  13	0%	-14%	-16%	-9%	8%
> CCCCNC(=S)NC(C)(C)CO
  36	34%	0%	4%	?	9%

New compounds follow:
Each structure is followed by: HCMV inh	Sm TGR block	Giardia FBPA inh	AMA1-RON2 inh	AmpC detergent	HCV inh
> O=C(COc1ccccc1Cl)NCCc1ccc2c(c1)OCCO2
  -22	-4%	-1%	12%	4%	?
> COc1ccc(N(Cc2cccs2)C(=O)COc2cccc(Cl)c2)cc1
  -38	8%	/	/	22%	/
> O=C(OCC#CCSc1nnc(-c2cccc3ccccc23)o1)c1cccs1
  -26	9%	1%	22%	4%	-21%
> Cc1ccc(C)c(Nc2nc3ccccc3n3cnnc23)c1
  -13	11%	10%	-3%	-5%	-13%
> O=C(NCCc1ccccc1)c1ccccc1Cl
  17	11%	5%	8%	0%	-11%
> CC(=O)C1=C(O)C(=O)OC1c1ccc(Cl)cc1 (stereo unspecified)
  -10	-8%	7%	4%	-1%	16%
> Cc1cc(NS(=O)(=O)c2ccc(NC(=O)C(C)Oc3ccc(C(C)C)cc3)cc2)no1 (stereo unspecified)
  23	-9%	5%	16%	-8%	5%
> COc1ccc2cc(C#N)c(SCC(=O)Nc3nonc3C)nc2c1
  -39	4%	-4%	43%[activator]	0%	?
> COc1ccc(C(=S)N2CCOCC2)cc1OS(=O)(=O)c1ccc(Br)cc1
  -35	-1%	/	-7%	-6%	?
> N#Cc1ccccc1Sc1ccccc1C(=O)OCC(=O)NC1CCCCC1
  -31	0%	3%	-6%	0%	8%

Four neighbouring records from above, quoted:
Each structure is followed by: HCMV inh	Sm TGR block	Giardia FBPA inh	AMA1-RON2 inh	AmpC detergent	HCV inh
> CC(=O)C1=C(C)N(Cc2ccco2)C(=O)C1(NC(=O)C1CCCCC1)C(F)(F)F (stereo unspecified)
  -5	-14%	0%	8%	3%	11%
> O=C(NCC[C@@H]1C[C@@H]2C=C[C@H]1C2)c1cc(COc2ccc(F)cc2F)on1
  0	-10%	-4%	11%	-15%	-16%
> COc1ccc(OC)c(Nc2nc(N)c([N+](=O)[O-])c(N3CCOCC3)n2)c1
  -5	-16%	-6%	-26%	2%	?
> Cc1cccc(C)c1N=Nc1c(C)cc(O)cc1C
  ?	-5%	3%	?	?	?

(more compounds)
Each structure is followed by: HCMV inh	Sm TGR block	Giardia FBPA inh	AMA1-RON2 inh	AmpC detergent	HCV inh
> CC(=O)N1CCC2(CC1)OC(=O)C(C)=C2C(=O)Nc1cc(C)ccc1C
  ?	-1%	/	/	14%	/
> COc1ccc(C(=O)Nc2ccccc2C(=O)Nc2ccc(C(=O)O)cc2)cc1
  36	35%	-18%	-21%	0%	7%
> Cc1ccccc1NC(=O)c1ccc(F)c(S(=O)(=O)N2CCN(c3ccccn3)CC2)c1
  ?	-3%	-1%	-6%	?	?
> COc1ccc(-c2cn3cc(C)ccc3n2)cc1Br
  194	-7%	-20%	-12%	-5%	?
> COc1ccc(C2CC(c3c(O)n(CCc4ccccc4)c(=O)[nH]c3=O)=NN2)cc1OC (stereo unspecified)
  -18	8%	?	-19%	1%	18%
> COc1cccc(NC(=O)CCN2C(=O)c3ccccc3S2(=O)=O)c1
  5	3%	2%	5%	3%	-29%
> CCOc1ccc(OCCOCCOc2ccccc2Cl)cc1
  -33	-2%	-2%	88%[activator]	-1%	-25%
> CC(C)(C)OC(=O)N1CCC(c2c(C(=O)N3CCN(c4ncccn4)CC3)cnn2-c2ccc(F)cc2)CC1
  -7	0%	/	/	-4%	/
> COc1ccc2c(c1)c(CCN1C(=O)c3ccccc3C1=O)cn2C(=O)c1ccco1
  75	-1%	-2%	0%	-10%	-12%
> CCN(CC)S(=O)(=O)c1ccc(-c2nnc(SCC(=O)N3CCOCC3)o2)cc1
  12	4%	2%	-3%	-14%	13%
> CC(C)(C)OC(=O)N1CSC[C@H]1C(=O)NC[C@H](CC(=O)O)c1ccc(Cl)cc1
  89	3%	9%	2%	-8%	-1%
> CC(C)CC(=O)Nc1ccc2c(c1)OCO2
  19	/	1%	-9%	-5%	15%
> CN(C)/C=C1\N=C(c2ccccc2)OC1=O
  -22	3%	0%	14%	-1%	?
> COc1ccccc1N(C)S(=O)(=O)c1ccc(C(=O)OCC(=O)NCc2cccs2)cc1
  -22	1%	4%	-8%	-3%	-2%
> O=c1[nH]c(/C=C/c2ccccn2)nc2ccccc12
  -35	0%	-8%	13%	3%	-5%
